Screening data (PubChem)
PG9 Ab binder – PG9 antibody binding by small molecule; TR-FRET gp120-PG9 antibody binding; inhibition, % at 6.7 µM; 0.43% of 360,000 active; AID 624416; in the data active means inhibition above about 8.5%
ARFGAP1 inh – inhibitors of rat ARFGAP1; Q62848; Arfgap1-stimulated ARF1 GTP hydrolysis, GDP FP detection; inhibition, % at 16.5 µM; 0.26% of 360,000 active; AID 651572;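 active means inhibition above a per-plate limit, mean inhibition of low control wells plus 3 SD, cut at about 25% in these data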;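 further: 0% = DMSO wells with enzyme and 100% = wells lacking Arfgap1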
Target sequence (Q62848 1-136 limits assumed): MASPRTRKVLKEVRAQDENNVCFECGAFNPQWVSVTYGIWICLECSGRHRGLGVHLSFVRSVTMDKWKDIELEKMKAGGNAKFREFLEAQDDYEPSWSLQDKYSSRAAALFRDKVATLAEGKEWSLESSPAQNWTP
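Repeats: one replicate per compound; assay system: rat Arfgap1 catalytic domain, aa 1-136; times: enzyme reaction 120 min at 25 °C after 20 min preincubation; detection: FP of antibody-bound GDP Alexa 633 tracer, ex 620/em 688 nm; benchmarks: high control wells lacking Arfgap1, low control full reaction with DMSO; reagent: human ARF1(Δ1-17)-GTP substrate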
Rev-erbA mod – Rev-erb alpha (human) modulation; activity, % at 10 µM; Rev-erbα–FITC-DNA binding, fluorescence polarization, 90 min; P20393; 0.79% of 370,000 active;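 active means activity above about 14%, limit read from the data; passing the limit was not always enough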;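 further: 0% = DMSO wells with 35 nM protein and 100% = DMSO wells with 750 nM protein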
GC-B act – GC-B (human) receptor activation | P20594 | HEK293-GC-B cells, CNP EC30, cGMP TR-FRET; 0% at EC30 CNP, 100% saturating CNP | activation, % at 10 µM | 0.11% of 370,000 active;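 active means activation at 10 µM reaching about 35% in either raw or pattern-adjusted values, limit read from the data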
NPR1 activator – GC-A (human) enzyme activation; P16066; HEK293 GC-A cells, cGMP TR-FRET, EC30 ANP; 0% at EC30 ANP, 100% saturating ANP; activation, % at 10 µM; 0.14% of 370,000 active; in the data active means activation above about 40%
SMARCA2 act – activators of SMARCA2 function. 1% of 370,000 active. AID 652017. activation, % at 9.1 µM. MG213 cells, MMTV-luciferase reporter, dexamethasone, overnight; in the data active means activation above about 7.8%;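 further: 0% = vehicle wells and 100% = reference activator wells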
rCAG RNA binder – r(CAG) repeat RNA binding | AID 651821 | inhibition, % at 3 µM | 1.3% of 370,000 active | TO-PRO-1 dye displacement fluorescence;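 active means inhibition above the plate cutoff, the mean of all test compounds on that plate plus 3 SD, cut at about 35% in these data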;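 further: 0% = DMSO alone and 100% = 100 µM mitoxantrone as full dye displacement; higher means more dye released from RNA so lower well fluorescence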
ABHD4 inh – ABHD4 (mouse) inhibition, primary FP screen | Q8VD66 | AID 720543 | inhibition, % at 8.92 µM | 0.54% of 370,000 active | purified mABHD4, FP-Rh probe fluorescence polarization;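 active means inhibition exceeding the mean over every tested compound plus 3 SD, cut at about 30% in these data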;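 further: 0% = plate median of compound wells and 100% = S159A mutant with DMSO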
Target sequence (Q8VD66 whole entry, looked up): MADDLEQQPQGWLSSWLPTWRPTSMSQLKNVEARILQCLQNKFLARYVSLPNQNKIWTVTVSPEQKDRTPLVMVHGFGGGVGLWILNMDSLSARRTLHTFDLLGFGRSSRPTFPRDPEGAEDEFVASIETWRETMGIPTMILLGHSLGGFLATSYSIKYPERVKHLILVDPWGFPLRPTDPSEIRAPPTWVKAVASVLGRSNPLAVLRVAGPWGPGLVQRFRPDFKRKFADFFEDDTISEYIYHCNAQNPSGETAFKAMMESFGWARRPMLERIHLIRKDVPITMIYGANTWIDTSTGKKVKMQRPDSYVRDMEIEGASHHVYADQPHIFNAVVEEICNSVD
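Test system: mABHD4 protein; Read-out basis: % inhibition; Incubation: 45 min + 60 min at 25 °C; Repeats: single replicate; Technique: fluorescence polarization with parallel and perpendicular emission, 525/598 nm; Compound: 8.92 µM, single dose; Benchmarks: full inhibition S159A mutant plus DMSO, zero as sample-well median.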
HTRA1 inhibitor – inhibitors of human serine peptidase HTRA1; Q92743; recombinant HTRA1, FP-rhodamine activity-based probe, fluorescence polarization; inhibition, % at 5.96 µM; 0.5% of 340,000 active; AID 504803; in the data active means inhibition above about 36%;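 further: 0% = enzyme with DMSO and 100% = wells lacking enzyme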
Target sequence (Q92743 whole entry, looked up): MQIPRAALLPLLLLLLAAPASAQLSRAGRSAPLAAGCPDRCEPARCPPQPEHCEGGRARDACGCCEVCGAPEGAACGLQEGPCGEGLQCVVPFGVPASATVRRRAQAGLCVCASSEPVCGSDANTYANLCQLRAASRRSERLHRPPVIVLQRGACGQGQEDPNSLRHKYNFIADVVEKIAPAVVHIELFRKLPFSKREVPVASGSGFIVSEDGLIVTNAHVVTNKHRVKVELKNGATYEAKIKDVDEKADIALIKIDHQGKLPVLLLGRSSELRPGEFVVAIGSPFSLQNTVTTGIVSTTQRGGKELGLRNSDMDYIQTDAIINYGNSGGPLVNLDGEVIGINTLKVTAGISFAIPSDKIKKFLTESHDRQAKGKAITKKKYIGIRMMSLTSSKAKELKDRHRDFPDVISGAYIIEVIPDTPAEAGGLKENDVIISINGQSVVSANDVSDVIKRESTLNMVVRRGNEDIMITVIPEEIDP
ASAP1 inh – inhibitors of human ASAP1 ArfGAP activity; AID 624377; 0.19% of 360,000 active; inhibition, % at 16.5 µM; Q9ULH1; ASAP1-stimulated ARF1 GTP hydrolysis, GDP FP detection; in the data active means inhibition above about 25%;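 further: 0% = vehicle with enzyme and substrate and 100% = no enzyme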
* marks the source's active call; other numbers are inactive results; · = not tested or not shown.

SMILES	PG9 Ab binder	ARFGAP1 inh	Rev-erbA mod	GC-B act	NPR1 activator	SMARCA2 act	rCAG RNA binder	ABHD4 inh	HTRA1 inhibitor	ASAP1 inh
O=C(CN(C(=O)CCC(=O)Nc1nccs1)c1cccc(F)c1)NCc1ccc2c(c1)OCO2	1.2	-1	0	-4	0	-1	-1	6	1	-11
CC(OC(=O)/C=C/c1ccc2ccccc2n1)C(=O)N(C)c1ccccc1 (configuration not stated)	0.1	-1	3	-5	-1	4	0	-1	0	-2
COc1ccc(C)cc1NC(=O)NCc1ccccn1	1.0	-6	-5	2	1	3	1	3	-2	1
O=S(=O)(Cc1cc(NCc2ccccc2)nc(-c2ccccn2)n1)c1ccccc1	-2.7	-8	-2	-2	-1	-1	-6	-1	20	10
Cc1onc(-c2ccccc2Cl)c1C(=O)NCc1nc(-c2ccc(C(F)(F)F)cc2)no1	-1.1	0	1	1	-2	-4	2	-7	-25	-7
COc1ccc(CCNC(=O)c2csc3c2CCCC3)cc1OC	0.5	-8	-2	-2	-2	-6	-3	-7	-2	0
CCC(C)(C)n1nnnc1C(c1cc2cccc(C)c2[nH]c1=O)N1CCCC1 (configuration not stated)	2.2	-15	-6	-3	-1	1	11	3	-5	0
C#Cc1cccc(C(=O)N2CCCC(C(=O)c3ccc(OC)cc3C)C2)c1 (configuration not stated)	0.3	-7	-4	8	-9	1	-7	-1	-6	-17
CC(=O)c1cccc(NC(=O)COC(=O)CCC(=O)c2cccs2)c1	-0.1	-7	4	-1	3	-1	0	2	-5	6
CC1C(=O)Nc2ccccc2N1C(=O)c1ccc(F)cc1 (configuration not stated)	-0.4	1	-3	-1	3	-1	-3	-3	-1	-10
CCCC(=O)NC(c1ccc(Cl)cc1)c1ccc2cccnc2c1O (configuration not stated)	-1.7	12	-5	2	1	-4	6	18	46*	-4
CC(=O)C[C@@H](O)CC(=O)[C@@H]1OC(=O)CCCCCCCCc2ccccc21	0.4	4	0	2	0	-1	2	-1	-5	4
O=S(=O)(N1CCCCC1)N1CCNCC1	-1.0	-22	-1	3	1	1	-6	-2	1	0
Cn1cc(C(=O)c2ccc(Cl)cc2Cl)cc1C(=O)N/N=C(\N)COc1cccc(C(F)(F)F)c1	1.7	2	6	-7	0	0	7	-3	0	5
COc1cc(OC)c2c(-c3cccc(-c4ccc(N(C)C)cc4)c3)cc(=O)oc2c1	-0.9	-7	5	-2	-3	-2	11	5	0	-7
CN(C)CC(=O)N[C@@H]1CC[C@@H](CCNS(=O)(=O)c2ccccc2)O[C@@H]1CO	-0.4	3	-4	1	1	-4	1	8	·	-2
CCCCOCC(O)Cn1c(C)nc2ccccc21 (configuration not stated)	-2.5	-8	-4	2	1	5	-1	13	5	-22
CSc1nnc2c(=O)[nH]c(=O)n(C)c2n1	-2.1	2	-10	6	0	2	5	-6	4	-2
COc1cc(OC)cc(C(=O)O/N=C(\N)c2ccccn2)c1	-2.3	15	7	-1	5	5	-7	-7	·	-2
CCOc1ccc(-c2noc(CCCC(=O)NC3CCCC3)n2)cc1OC	-0.4	1	4	1	0	-5	-9	-7	0	8
Cc1cccc(-c2cc3nc(C)cc(C)n3n2)c1	-0.3	9	2	-5	1	5	-2	-3	-11	3
CCOc1ccc(NC(=O)CSc2nccn(-c3ccc4c(c3)OCCO4)c2=O)cc1	-3.3	1	-2	0	2	-2	5	6	-2	-7
Fc1ccccc1Cc1noc(CN2CCN(Cc3ccc4c(c3)OCO4)CC2)n1	-1.1	1	-7	-2	2	0	-6	2	9	-19
COc1cc(-c2nnc(Sc3ccc(C(F)(F)F)cc3[N+](=O)[O-])o2)cc(OC)c1OC	0.4	-1	-8	-4	-4	-1	-2	6	-2	4
COc1ccccc1NC(=O)CSc1n[nH]c(-c2ccco2)n1	-1.8	-8	0	-1	0	0	19	7	-3	-12
SMILES	PG9 Ab binder	ARFGAP1 inh	Rev-erbA mod	GC-B act	NPR1 activator	SMARCA2 act	rCAG RNA binder	ABHD4 inh	HTRA1 inhibitor	ASAP1 inh
Cc1nc2c(-c3ccccc3)c(C)nn2c(C)c1CCC(=O)O	0.0	4	-2	-5	-6	-4	3	-2	0	-3
O=C(NC1CCCC1)C(c1ccccc1)N(Cc1ccccc1)C(=O)c1csnn1 (configuration not stated)	-2.0	-3	4	-1	-11	0	0	6	-3	-11
O=C(COc1ccc(Br)cc1)N(Cc1nnc(-c2ccccc2Cl)o1)C1CC1	0.4	4	2	-5	2	-4	0	-4	-16	-1
O=C(NCCCN1CCCC1=O)c1cc(=O)c2ccccc2o1	-0.2	-4	3	-2	-2	1	3	-3	3	-8
COc1ccccc1NS(=O)(=O)c1cc(NC(=O)Nc2ccccc2)ccc1N1CCCCC1	0.4	0	3	2	-2	5	26	-40	-50	-1
CCCc1cc(=O)[nH]c(SCCc2ccccc2)n1	0.8	-5	8	-7	-2	-2	-5	1	-2	0
CC1CCC2(CC1)NC(=O)N(CC(=O)Nc1ccc(F)cc1)C2=O (configuration not stated)	-0.5	16	3	0	0	-2	1	1	-5	-3
O=C(NCCc1ccc(F)cc1)C(=O)NCC1CCCN1S(=O)(=O)c1ccccc1 (configuration not stated)	-0.7	4	2	-1	1	-3	-4	11	-3	5
NS(=O)(=O)c1cccc(NC(=O)Cn2nc(C(=O)O)c3ccccc3c2=O)c1	1.9	1	-3	-3	2	0	7	-7	-1	-9
CCCCOc1ccccc1N	-0.5	-4	-8	5	-1	3	-2	0	3	-3
O=C(Cn1c(C(=O)O)cc2ccccc21)c1ccccc1	-0.6	-3	0	3	2	2	6	0	6	3
O/N=C1\CCCCc2ccccc21	-0.4	-10	3	5	2	-2	1	2	6	0
Cc1cc(C)cc(-n2c3ccc(NC(=S)NC4CCCCC4)cc3c(=O)n2C)c1	-1.4	7	-6	0	1	0	6	16	·	4
COc1ccc(S(=O)(=O)Cc2ccc(C(=O)NCc3ccccc3OC)o2)cc1	-1.8	9	5	-7	-1	0	-2	7	-1	10
Cc1nc(C)c(C(=O)N2CCCC(C(=O)c3cc(F)ccc3F)C2)s1 (configuration not stated)	-1.7	2	0	2	0	3	-5	2	0	-5
CC1(C)Cc2c(c(-c3ccccc3)nc3[nH][nH]c(=O)c23)CO1	-4.5	7	-6	5	3	0	4	-7	9	5
O=C(Cc1ccc(-n2c(=O)[nH]c3ccsc3c2=O)cc1)N1CCN(c2ccc(Cl)cc2)CC1	0.2	3	0	-4	-4	-4	0	-10	-7	6
CCCCCCn1cc(CN2CC(N3CCN(Cc4cccc(C)c4)CC3)CS2(=O)=O)nn1 (configuration not stated)	1.8	4	-3	-4	-1	-5	-1	3	·	3
CCN(CC(=O)NCc1cccs1)C(=O)c1ccc(S(=O)(=O)Nc2ccccc2C)cc1	-0.4	14	3	4	2	-3	-1	2	-3	7
CC(C)(C)C(=O)/C(=C/c1ccc(Cl)cc1)n1cncn1	-0.8	3	7	-4	-7	-3	2	-8	-1	-2
COCCCNc1nc2c(c(=O)n(Cc3ccc(Cl)cc3)c(=O)n2C)n1C	-1.9	4	1	7	7	-1	-4	3	-4	-9
CCC(=O)Nc1ccc2c(c1)OC[C@@H](C)NC[C@@H](C)[C@@H](OC)CN(C)C2=O	0.1	-5	-5	10	2	2	1	5	·	-1
CCCn1c(SCC(=O)NCc2ccccc2Cl)n[nH]c1=O	1.7	2	-5	-4	4	-4	-3	2	-4	4
O=C(COc1ccccc1F)NC1CC1	0.6	1	-4	4	2	-1	-2	4	1	8
CCS(=O)(=O)N1CCC(C(=O)Oc2ccccc2Br)CC1	-0.4	-1	9	1	-3	-1	-5	0	7	3
SMILES	PG9 Ab binder	ARFGAP1 inh	Rev-erbA mod	GC-B act	NPR1 activator	SMARCA2 act	rCAG RNA binder	ABHD4 inh	HTRA1 inhibitor	ASAP1 inh
COc1ccc(C#Cc2cnc3c(c2)C(=O)N([C@H](C)CO)C[C@@H](C)[C@H](CN(C)C(=O)CN(C)C)O3)cc1	1.1	3	-3	-1	3	-3	11	-7	-9	-8
COc1cccc(-c2nc(CS(=O)CC(=O)O)c(C)o2)c1 (configuration not stated)	-0.4	2	-9	-7	7	2	0	5	-3	1
CC(C)(c1ccc(O)c([N+](=O)[O-])c1)c1ccc(O)c([N+](=O)[O-])c1	-1.2	3	-3	1	1	2	7	9	3	-2
COc1ccccc1C1CC(=O)Oc2ccc(C(C)(C)C)cc21 (configuration not stated)	0.6	-4	4	-7	-7	1	4	-1	-39	8
O=C(Nc1ccccc1Sc1ccccc1)C1CCCO1 (configuration not stated)	4.4	-5	4	0	2	1	-3	3	-2	2
O=C(NC1CCCCC1)C1CCN(c2nnnn2-c2ccccc2)CC1	1.2	4	-2	-1	0	0	-3	3	-4	-11
COc1ccc(CCNC(=O)[C@@H]2C[C@H]2c2ccccc2)cc1OC	-0.4	2	9	2	-1	-2	-5	-13	2	-4
CC1CCC(NC(=O)C2CCC(CNS(=O)(=O)c3ccccc3)CC2)CC1 (configuration not stated)	-0.8	-7	-1	1	1	0	-3	-2	-1	0
CC1=C(C(=O)OC(C)C)[C@@H](c2ccc(C)o2)NC(=O)N1	-2.7	9	0	2	1	1	0	-1	-1	-7
CC1CCN(S(=O)(=O)c2ccc(Cl)cc2Br)CC1	0.2	7	-3	-3	0	-4	-2	-6	-6	12
Cc1cccc(N2CCN(Cc3nc(-c4ccccc4Cl)oc3C)CC2)n1	1.6	11	3	4	-4	-1	-5	4	-3	1
Fc1ccccc1-c1ccc(/C=N/Nc2nc3ccccc3[nH]2)o1	-4.9	-7	2	-4	1	4	18	40*	18	-4
CCN(CC)S(=O)(=O)c1ccc(NC(=O)COC(=O)c2ccc(Br)o2)cc1	-0.8	7	-3	5	3	4	1	-11	-6	-2
O=C1SCCC1NC(=O)C(c1ccccc1)c1ccccc1 (configuration not stated)	-1.1	2	1	1	2	-2	4	2	·	-17
CCn1c(C)nc2cc(C(=O)NNC(=S)Nc3ccccc3)ccc21	0.5	-1	6	-3	-1	5	-2	0	2	0
COCCCNC(=O)/C(C#N)=C/c1c(N2CCN(c3ccccc3)CC2)nc2c(C)cccn2c1=O	-1.1	-8	6	3	-5	0	-5	-2	-1	-3
Cn1c(=O)c2c(nc3n2CCCN3CCc2ccccc2)n(C)c1=O	-0.7	-11	1	4	8	6	-3	5	3	14
COc1ccc(CN2CCC(C(=O)N(C)CCc3ccc(OC)c(OC)c3)CC2)c(OC)c1	0.6	-4	1	-1	-1	0	-1	5	2	0

Reformatted with values under each structure: six of the compounds above
Results follow in this order: PG9 Ab binder, ARFGAP1 inh, Rev-erbA mod, GC-B act, NPR1 activator, SMARCA2 act, rCAG RNA binder, ABHD4 inh, HTRA1 inhibitor, ASAP1 inh
COc1cccc(-c2nc(CS(=O)CC(=O)O)c(C)o2)c1 (configuration not stated)
  -0.4, 2, -9, -7, 7, 2, 0, 5, -3, 1
CC(C)(c1ccc(O)c([N+](=O)[O-])c1)c1ccc(O)c([N+](=O)[O-])c1
  -1.2, 3, -3, 1, 1, 2, 7, 9, 3, -2
COc1ccccc1C1CC(=O)Oc2ccc(C(C)(C)C)cc21 (configuration not stated)
  0.6, -4, 4, -7, -7, 1, 4, -1, -39, 8
O=C(Nc1ccccc1Sc1ccccc1)C1CCCO1 (configuration not stated)
  4.4, -5, 4, 0, 2, 1, -3, 3, -2, 2
O=C(NC1CCCCC1)C1CCN(c2nnnn2-c2ccccc2)CC1
  1.2, 4, -2, -1, 0, 0, -3, 3, -4, -11
COc1ccc(CCNC(=O)[C@@H]2C[C@H]2c2ccccc2)cc1OC
  -0.4, 2, 9, 2, -1, -2, -5, -13, 2, -4

Compounds as they come. Share with any hit: about 4.4%.
